From PubChem BioAssay
GAA spleen mod: qHTS Assay for Inhibitors and Activators of Human alpha-Glucosidase From Spleen Homogenate; AID 2112, 2009; actives 0.006% (n = 240,000); Lysosomal alpha-glucosidase (Homo sapiens), P10253; Potency, µM (top dose mostly 79.9 µM), inactives show at the highest dose activity change, negative = inhibition, hits mostly inhibitors; human spleen homogenate, 4-MU-alpha-glucoside fluorescence;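 note: 0% = enzyme with vehicle and -100% = no enzyme basal signal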
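Enzyme source: human spleen homogenate, 1 ug/well. Buffer 50 mM citric acid/K phosphate pH 5.0, 0.01% Tween-20. 4-MU-alpha-glucoside 1 mM; 37 C x 40 min; NaOH/glycine stop; fluorescence.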
GAA glycogen mod: qHTS Assay for Inhibitors and Activators of Human alpha-Glucosidase Cleavage of Glycogen; Lysosomal alpha-glucosidase (Homo sapiens), P10253; AID 2100, 2009; actives 0.38% (n = 300,000); recombinant GAA, glycogen substrate, Amplex Red glucose oxidase fluorescence; Potency, µM (doses to about 76.4 µM), for inactives: at the highest dose activity change, negative = inhibition, actives largely listed as inhibitors;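 note: 0% = full enzyme reaction and -100% = no-enzyme basal signal; the screen sought inhibitors and activators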
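qHTS, 1536-well; enzyme 4 nM final; cpd up to 77 uM; substrate bovine liver glycogen 30 ug; 50 mM citrate/phosphate pH 5.0, 0.01% Tween-20; 37 C, 40 min; Amplex Red detection 45 min RT; Hill fit → AC50.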
GAA inhib: qHTS Assay for Inhibitors of Human alpha-Glucosidase as a Potential Chaperone Treatment of Pompe Disease | Potency, µM (titrated, usually from 76.9 µM), for the others: top-dose activity change, negative = inhibition, actives largely listed as inhibitors | Lysosomal alpha-glucosidase (Homo sapiens), P10253 | actives 0.005% (n = 200,000) | purified human GAA, 4-MU-alpha-glucoside fluorescence;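 note: plate controls were uninhibited enzyme wells for no effect and no-enzyme background for full effect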
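Enzyme (4 nM final) mixed with compound (up to 77 uM), then 4-MU-alpha-D-pyranoside (400 uM final) added; 20 min at room temperature, pH 5.0. Reaction stopped at pH 10, fluorescence read, AC50 derived by Hill fit.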
Tau fibril ThT: qHTS for Inhibitors of Tau Fibril Formation, Thioflavin T Binding; Microtubule-associated protein tau (Homo sapiens), P10636; recombinant tau K18 P301L, heparin-induced fibrillization, ThT fluorescence; Potency, µM (series often up to 57.4 µM), without a hit: top-dose activity, negative = inhibition, actives largely listed as inhibitors; actives 2.1% (n = 270,000); note: % is set by controls: 0 for no effect and ±100 for the full control effect; nearly all actives have a fitted effect of over 55% in size
Target sequence (P10636 561-689 P618L limits assumed): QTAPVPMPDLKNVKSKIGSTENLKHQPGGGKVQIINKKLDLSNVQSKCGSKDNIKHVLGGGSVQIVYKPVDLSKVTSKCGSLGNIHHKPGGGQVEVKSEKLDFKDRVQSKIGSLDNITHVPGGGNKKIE
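Using a mix of unlabeled (15 uM) and Alexa 594-labeled (0.24 uM) tau K18 P301L, heparin-triggered fibrillization over 6 hr at 37 C was scored by ThT fluorescence.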
GLA spleen mod: qHTS Assay for Inhibitors and Activators of Human alpha-Galactosidase From Spleen Homogenate | Alpha-galactosidase A (Homo sapiens), P06280 | human spleen homogenate, 4MU-alpha-Gal fluorescence, 40 min | Potency, µM (top dose mostly 80 µM), for the others: at the highest dose activity change, negative = inhibition, usual class: inhibitors | actives 0.008% (n = 240,000) | AID 2107, 2009;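 note: 0% = enzyme with vehicle and -100% = no enzyme basal signal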
Target sequence (P06280 32-429 limits assumed): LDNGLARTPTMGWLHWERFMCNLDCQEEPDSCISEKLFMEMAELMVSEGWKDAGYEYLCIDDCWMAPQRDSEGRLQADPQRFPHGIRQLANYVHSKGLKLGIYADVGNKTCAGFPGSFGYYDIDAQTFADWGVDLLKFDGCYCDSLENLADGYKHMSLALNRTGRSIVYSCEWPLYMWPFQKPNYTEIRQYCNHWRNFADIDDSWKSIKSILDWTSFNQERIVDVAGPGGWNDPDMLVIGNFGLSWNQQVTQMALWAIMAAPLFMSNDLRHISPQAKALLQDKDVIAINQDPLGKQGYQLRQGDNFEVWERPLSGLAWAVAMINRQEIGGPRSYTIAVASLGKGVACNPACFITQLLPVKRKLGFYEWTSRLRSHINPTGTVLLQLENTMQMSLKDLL
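Inhibition or activation of alpha-galactosidase in human spleen homogenate is scored by 4-MU fluorescence after 40 min at 37C, pH 5.0, with 1 mM substrate. AC50s come from concentration-response fitted to the Hill equation.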
Tau fluor cs: Counterscreen qHTS for Inhibitors of Tau Fibril Formation, Fluorescence Polarization. actives 0.93% (n = 280,000). tau K18 P301L (four-repeat tau fragment) Alexa594 fluorescence, heparin fibrillization. Potency, µM (top dose mostly 57.7 µM), inactives show top-dose activity change, negative = decrease; note: % is set by controls: 0 for no effect and ±100 for the full control effect; nearly all actives have a fitted effect of over 55% in size
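Human K18 P301L tau (15 uM unlabeled plus 0.24 uM Alexa 594-labeled, final) in 100 mM sodium acetate pH 7 was mixed with compound and 20 uM heparin and incubated 6 hr at 37 C.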
Tau FP inhib: qHTS for Inhibitors of Tau Fibril Formation, Fluorescence Polarization | Microtubule-associated protein tau (Homo sapiens), P10636 | K18 P301L tau heparin fibrillization, Alexa594 FP, 6 h | Potency, µM (doses to about 57.7 µM), inactives show at the top dose activity, negative = inhibition, usual class: inhibitors | actives 0.39% (n = 280,000) | AID 1468, 2008; note: % is set by controls: 0 for no effect and ±100 for the full control effect; nearly all actives have a fitted effect of over 55% in size
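Read-out: fluorescence polarization of Alexa 594-labeled tau (0.24 uM), 555 nm excitation, 632 nm emission. Mixtures held 15 uM unlabeled K18 P301L, compound and 20 uM heparin, pH 7 acetate buffer, incubated 6 hr at 37 C.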
HTT ATP protect: qHTS Multiplex Assay to Identify Dual Action Probes in a Cell Model of Huntington: Cytoprotection (ATP); PC12 HTT-Q103 induced, cytoprotection, ATP luminescence, 40 h; Potency, µM (series often up to 56.4 µM), for inactives: cytoprotection (ATP increase), usual class: activators; actives 0.14% (n = 230,000);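 note: % of control where 0% means no effect; nearly all actives have a fitted effect of over 45% in size; toxic huntingtin expression switched on by the ecdysone agonist tebufenozide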
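ATP quantification (ATPlite) reports survival of PC12 cells in which tebufenozide, 100 nM final, switches on Htt exon 1 with 103 glutamines linked to GFP; compounds are titrated.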
Starred values were filed as active, the others as inactive; ? = inconclusive; · = no result given; & = joins results of further samples; [ ] = remark or other dose. Calls come from the whole dose curve; as a rule, active = well fitted curve in the direction sought with a large enough effect; inconclusive = small, poorly fitted or top-dose-only effect, or another doubt; inactive = no such curve, though single readings can be large; an effect the other way counts as inactive or inconclusive. Potency is the fitted concentration of half-maximal effect.

#1 COc1ccc2nc3oc(C(=O)N(C)c4ccc(Cl)cc4)cc3cc2c1
#2 Cc1ccn2c(CN(C)CCn3nc(C)cc3C)c(C(=O)N3CCCCCC3)nc2c1
#3 CC1(C)CCC[C@@]2(C)C1CC[C@@](C)(O)[C@@H]2CC[C@@](C)(O)C1CO1 (some centres not stated)
#4 O=C(Cn1ncc2c1-c1ccccc1OC2)Nc1nc2ccccc2s1
#5 COc1ccc(NS(=O)(=O)c2cc(NC(=O)C3CC3)ccc2N2CCCCC2)cc1

Compound	1	2	3	4	5
GAA spleen mod	·	4%	9%	-4%	3%
GAA glycogen mod	15%[76.3 µM]	-10%	·	3%	-9%
GAA inhib	·	·	·	0%[15.4 µM]	-5%
Tau fibril ThT	?	-3%	-11%	-2%	-8%
GLA spleen mod	·	4%	1%	3%	6%
Tau fluor cs	-9%	-2%	-12%	?	?
Tau FP inhib	7%	-1%	2%	-4%	?
HTT ATP protect	·	12%[10 µM]	-1%	-24%	-44%[inhibitor]

#6 CCS(=O)(=O)N1CC(=O)N(c2ccc(Cl)cc2C)C(C)(C(=O)NC2CCCCCC2)C1 (configuration not stated)
#7 COc1ccc(OC)c(-c2cc(C(=O)NCCN3CCOCC3)no2)c1
#8 Cc1cccc(C)c1NC(=O)CN(C)C(=O)/C=C/c1cccs1
#9 CC1CCCC(NC(=O)c2ccc3c(c2)N(Cc2ccccc2)C(=O)CS3=O)C1C (configuration not stated)
#10 Cc1cc(C(=O)N2CCCC(CNS(=O)(=O)c3cccs3)C2)nn1C (configuration not stated)

Compound	6	7	8	9	10
GAA spleen mod	·	5%	6%	-13%	-5%
GAA glycogen mod	12%[76.3 µM]	-6%	-4%	1%	-6%
GAA inhib	·	-5%	3%	-7%	5%
Tau fibril ThT	2%	-7%	-2%	-9%	-5%
GLA spleen mod	·	-3%	5%	-15%	5%
Tau fluor cs	-6%	-6%	12%	-8%	-7%
Tau FP inhib	-9%	-3%	0%	-1%	1%
HTT ATP protect	·	-6%	5%[10 µM]	21%	4%[10 µM]

#11 COc1ccc(CNC(=O)CCC(=O)N2CCSc3ccccc32)cc1
#12 C=CCN(c1ccc(C(=O)Nc2ccc3c(c2)OCO3)cc1)S(C)(=O)=O
#13 N/C(=N\OC(=O)CCN1C(=O)c2ccccc2C1=O)c1ccccn1
#14 CCOC(=O)C1CCN(S(=O)(=O)c2ccc3c(c2)NC(=O)C(C)C(=O)N3)CC1 (configuration not stated)
#15 Cn1nc(C(=O)N2CCOCC2)c([N+](=O)[O-])c1C(=O)N1CCOCC1

Compound	11	12	13	14	15
GAA spleen mod	·	-17%	4%	·	-1%
GAA glycogen mod	-2%[76.3 µM]	-8%	17%	-12%&-8%[76.3 µM]	19%
GAA inhib	·	-13%	4%	·	-3%
Tau fibril ThT	-1%	-13%	-3%	5%	-1%
GLA spleen mod	·	1%	-9%	·	-1%
Tau fluor cs	-8%	-16%	-2%	-29%	2%
Tau FP inhib	3%	8%	-3%	-1%	-5%
HTT ATP protect	·	-9%[10 µM]	8%	·	-3%[1.9 µM]

#16 COC(=O)c1[nH]c(=O)c2ccccc2c1OCc1ccccc1
#17 c1ccc(N2CCN(c3nc4cc5c(cc4s3)OCCO5)CC2)cc1
#18 COc1cccc(CN2CCCC(C(=O)N3CCCCC3)C2)c1OC (configuration not stated)
#19 NS(=O)(=O)c1ccc(CCNC(=O)c2nc(SCc3ccccc3F)ncc2Cl)cc1
#20 CN1CCc2nc(SCc3ccc(C(C)(C)C)cc3)c(C#N)cc2C1

Compound	16	17	18	19	20
GAA spleen mod	5%	-13%	-4%	·	-20%
GAA glycogen mod	-14%	1%	9%	12%[76.3 µM]	14%
GAA inhib	7%	0%	-14%	·	-2%
Tau fibril ThT	-4%	?	-1%	-1%	?
GLA spleen mod	13%	10%	-5%	·	-2%
Tau fluor cs	2%	?	-6%	-15%	-24%
Tau FP inhib	3%	-4%	-4%	-18%	-1%
HTT ATP protect	-10%	-7%[10 µM]	-3%[0.074 µM]	·	-14%

3 entries from above, with values under each structure:
The line under a structure holds: GAA spleen mod, GAA glycogen mod, GAA inhib, Tau fibril ThT, GLA spleen mod, Tau fluor cs, Tau FP inhib, HTT ATP protect
18	COc1cccc(CN2CCCC(C(=O)N3CCCCC3)C2)c1OC (configuration not stated)
→ -4%, 9%, -14%, -1%, -5%, -6%, -4%, -3%[0.074 µM]
19	NS(=O)(=O)c1ccc(CCNC(=O)c2nc(SCc3ccccc3F)ncc2Cl)cc1
→ ·, 12%[76.3 µM], ·, -1%, ·, -15%, -18%, ·
20	CN1CCc2nc(SCc3ccc(C(C)(C)C)cc3)c(C#N)cc2C1
→ -20%, 14%, -2%, ?, -2%, -24%, -1%, -14%

The listing continues.
#21 CCOCCn1c(SC)nc2c1c(=O)[nH]c(=O)n2C
#22 COc1ccc(NC(=O)C2C(=O)N(C)C3(C)CC2c2ccccc2O3)cc1 (configuration not stated)
#23 CCN1CCN(C(=S)Nc2ccc3nc4n(c(=O)c3c2)CCCCC4)CC1
#24 Cn1cc(CCNC(=O)CC2C(=O)NCCN2CC(c2ccccc2)c2ccccc2)cn1 (configuration not stated)
#25 CCCCc1cc2c(s1)CCCC/C2=N/O

Compound	21	22	23	24	25
GAA spleen mod	-24%	-7%	-1%	9%	8%
GAA glycogen mod	4%	2%	?	3%	0%
GAA inhib	0%	-2%	3%	·	1%
Tau fibril ThT	4%	-14%	-9%	-5%	-18%
GLA spleen mod	-2%	-5%	-1%	-4%	4%
Tau fluor cs	3%	-8%	-7%	2%	-28%
Tau FP inhib	-2%	-4%	-2%	2%	-4%
HTT ATP protect	21%[10 µM]	29%	-32%	4%[10 µM]	·

#26 N#Cc1cc(N)c(Nc2ccccc2)cc1C#N
#27 CCCCCCCC/C=C\CCCCCCCC(=O)NCCCC(=O)O
#28 CC1(C)CCCN(C(=O)N2c3ccccc3Sc3ccccc32)C1
#29 CCOc1ccc(CCn2c(-c3ccco3)nc3ccccc3c2=O)cc1OCC
#30 COC(=O)c1cccc(N2C(=O)C3CC=CCC3C2=O)c1 (configuration not stated)

Compound	26	27	28	29	30
GAA spleen mod	1%	6%	-11%	1%	-8%
GAA glycogen mod	-12%	·	2%	3%	5%
GAA inhib	?	·	6%	-7%	?
Tau fibril ThT	-22%	-9%	-10%	-16%	2%
GLA spleen mod	3%	-11%	0%	5%	1%
Tau fluor cs	?	-11%	-11%	-20%	3%
Tau FP inhib	12%	1%	6%	-10%	-3%
HTT ATP protect	?	-2%	20%	-55%[inhibitor]	-8%[10 µM]

#31 COC(=O)c1c(-n2c(C)cc(C=O)c2C)sc2c1CCCC2
#32 Cc1cccc(NS(=O)(=O)c2ccc3c(c2)CCN3C(=O)C2CCC2)c1
#33 Cc1nn(-c2ccccc2)c(Cl)c1C(=O)N(C)c1nc(-c2ccc(F)cc2)cs1
#34 Cc1ccc(S(=O)(=O)N2CCOCC2)cc1NC(=O)CSc1n[nH]c(N)n1
#35 O=C(Oc1ccc(N(C(=O)c2ccncc2)S(=O)(=O)c2cccs2)cc1)c1ccncc1

Compound	31	32	33	34	35
GAA spleen mod	-12%	·	-5%	0%	8%
GAA glycogen mod	-1%	3%[76.3 µM]	-4%	-3%	-8%
GAA inhib	-11%[15.4 µM]	·	2%	?	11%
Tau fibril ThT	?	-7%	0%	5%	?
GLA spleen mod	-9%	·	-11%	-1%	12%
Tau fluor cs	?	?	5%	2%	-3%
Tau FP inhib	?	-4%	9%	1%	15%
HTT ATP protect	-26%	·	-7%[10 µM]	7%	3%[10 µM]

#36 CC(=O)c1ccc(NS(=O)(=O)Cc2ccc(Cl)cc2)cc1
#37 Cc1ccc(Nc2ncnc3c2nc2n3CCCC2)c(Br)c1
#38 Cn1c(=O)c2c(nc(N3CCOCC3)n2Cc2ccc(Br)cc2)n(C)c1=O
#39 CCCCCCC(C)n1[nH]c(=O)c2c(C)cc(=O)[nH]c21 (configuration not stated)
#40 COc1cc2nc(C3CCC3)n(NC(=O)c3ccco3)c(=O)c2cc1OC

Compound	36	37	38	39	40
GAA spleen mod	3%	·	·	-5%	10%
GAA glycogen mod	2%	-2%[76.3 µM]	15%[76.3 µM]	-14%	-22%
GAA inhib	2%	·	·	1%	?
Tau fibril ThT	-6%	7%	3%	-7%	0%
GLA spleen mod	5%	·	·	4%	2%
Tau fluor cs	-14%	14%	-1%	-5%	-4%
Tau FP inhib	-6%	6%	-4%	-3%	5%[2.34 µM]
HTT ATP protect	1%	·	·	-30%[0.074 µM]	-42%[10 µM]

#41 CCOC(=O)CCc1c(C)n(CC)c2cc(-c3ccccc3OC)nn2c1=O
#42 O=C(Nc1nc2ccccc2n1CCN1CCCCC1)C1CCCCC1
#43 CC(C)(C)c1ccc(-c2ncccc2O)cc1
#44 CCn1cc(S(=O)(=O)c2cccc(Cl)c2)c(=O)c2cc(F)c(N3CCN(C)CC3)cc21
#45 CC1CC(C)CN(c2cc3c(cc2[N+](=O)[O-])C(=O)N(c2ccccc2)C3=O)C1 (configuration not stated)

Compound	41	42	43	44	45
GAA spleen mod	0%	-6%	6%	·	-2%
GAA glycogen mod	-5%	9%	-15%	-12%[76.3 µM]	13%
GAA inhib	2%	-5%	3%	·	1%
Tau fibril ThT	-15%	-2%	-11%	-1%	-11%
GLA spleen mod	0%	-11%	2%	·	3%
Tau fluor cs	-4%	0%	-22%	-7%	1%
Tau FP inhib	10%	3%	-1%	-3%	0%
HTT ATP protect	9%	0%	-10%[10 µM]	·	11%[10 µM]
